Mcl1-Noxa inh: Mcl-1/Noxa binding inhibitors, primary screen, biochemical, TR-FRET, 1536-well. Induced myeloid leukemia cell differentiation protein Mcl-1 (Homo sapiens), Q07820. TR-FRET Mcl-1/Noxa peptide binding, 2 h. inhibition, % at 21.7 µM. 1.5% of 220,000 active. AID 1022, 2008;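 active = compounds that cut the protein-peptide binding signal by more than 50% relative to plate controls in a single-dose test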;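 note: His-tagged Mcl-1 with rhodamine Noxa BH3 peptide and terbium anti-His antibody; 0% = Mcl-1 plus Noxa peptide wells and 100% = peptide-only wells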
Target sequence (Q07820 whole entry, looked up): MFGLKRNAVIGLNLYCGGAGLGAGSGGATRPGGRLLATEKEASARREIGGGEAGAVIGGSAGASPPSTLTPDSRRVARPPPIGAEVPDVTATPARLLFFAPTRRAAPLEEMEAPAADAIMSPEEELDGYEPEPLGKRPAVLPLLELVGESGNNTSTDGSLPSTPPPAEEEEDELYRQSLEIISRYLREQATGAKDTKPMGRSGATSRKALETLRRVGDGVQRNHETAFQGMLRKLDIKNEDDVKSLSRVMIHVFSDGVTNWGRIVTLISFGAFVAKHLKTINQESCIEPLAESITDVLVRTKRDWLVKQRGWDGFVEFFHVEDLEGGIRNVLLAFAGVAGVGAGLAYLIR
Pf gamet viab: late stage P. falciparum gametocyte viability inhibitors, primary screen, ATP luminescence, HTS; 0.065% of 150,000 active; P. falciparum stage V gametocytes, 24 h; inhibition, % at 10.9 µM; AID 743093, 2013;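 active = inhibition above the mean plus 3 SD of compounds within the control limits, set per campaign, cut at about 38% in these data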;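 note: 0% = DMSO wells and 100% = medium only without gametocytes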
Mcl1 Bid PPI: Mcl-1/Bid binding inhibitors, primary screen, biochemical, TR-FRET, 1536-well. 0.97% of 220,000 active. TR-FRET Mcl-1/Bid-Dy647 peptide binding. Induced myeloid leukemia cell differentiation protein Mcl-1 (Homo sapiens), Q07820. inhibition, % at 21.7 µM;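 active = compounds that cut the binding signal by more than half at the single screening dose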;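 note: His-tagged Mcl-1 with europium anti-His antibody binding Bid BH3 peptide; 0% = Mcl-1 plus peptide wells and 100% = peptide-only wells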
Rac1 wt modul: wildtype Rac1 GTP binding modulators, primary screen, biochemical, GST-Rac1 beads, flow cytometry, multiplex; GTP binding activity (% of control), % at 10 µM; 0.27% of 190,000 active; fluorescent GTP binding; actives lie on both sides; 0 = cold GTP competed, 100 = untreated; AID 757, 2007;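 active = GTP binding activity at least 20 points away from the 100% control level, either lower or higher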
Rab2A wt mod: modulators of GTP binding to Rab2A wildtype, primary screen, biochemical, dog, bead-based flow cytometry, multiplex. Ras-related protein Rab-2A (Canis lupus familiaris), P61105. GST-Rab2 wt beads, Bodipy-GTP binding. GTP binding activity, % at 10 µM. 0.19% of 190,000 active;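 active = GTP binding activity at least 20 points away from 100%, either lowered or raised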;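 note: 0% = beads with excess unlabeled GTP and 100% = no-compound control corrected for plate trend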
Cdc42 wt: modulators of GTP binding to wildtype Cdc42, primary screen, biochemical, multiplex bead flow cytometry, Bodipy-GTP. 0.2% of 190,000 active. AID 761, 2007. percent activity (GTP binding), % at 10 µM. GST-Cdc42 beads; actives lie on both sides. Cell division control protein 42 homolog (Homo sapiens), P60953;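 active = percent activity GTP binding at least 20 points away from the 100% baseline, either down as inhibitor or up as activator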;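 note: median bead fluorescence of bound Bodipy-FL-GTP at 100 nM; 0% = excess unlabeled GTP control and 100% = no compound control; below 100% means less GTP binding so inhibitor and above means activator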
Target sequence (P60953 whole entry, looked up): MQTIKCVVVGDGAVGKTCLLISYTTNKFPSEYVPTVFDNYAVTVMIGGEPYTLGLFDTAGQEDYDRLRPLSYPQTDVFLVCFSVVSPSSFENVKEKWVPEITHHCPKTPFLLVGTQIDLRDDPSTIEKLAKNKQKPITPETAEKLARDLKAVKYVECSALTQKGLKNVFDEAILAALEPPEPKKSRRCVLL
HRas wt GTP: modulators of GTP binding to HRas wildtype, primary screen, biochemical, bead-based flow cytometry, multiplex; GTPase HRas (Homo sapiens), P01112; 0.14% of 190,000 active; GST-Ras wt beads, Bodipy-FL-GTP binding; actives lie on both sides; GTP binding activity, % at 10 µM;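 active = GTP binding activity at least 20% away from the 100% baseline, either lowered as inhibitor or raised as activator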;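 note: 0% = unlabeled GTP competition control and 100% = no-compound control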
Target sequence (P01112 whole entry, looked up): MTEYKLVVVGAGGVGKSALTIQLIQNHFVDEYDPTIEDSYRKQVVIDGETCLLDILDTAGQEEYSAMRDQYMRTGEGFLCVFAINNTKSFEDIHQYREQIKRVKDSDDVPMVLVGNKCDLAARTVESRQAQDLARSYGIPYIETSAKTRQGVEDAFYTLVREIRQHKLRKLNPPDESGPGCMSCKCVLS
Rac1 act GTP bind: GTP binding modulators of activated mutant Rac1, primary screen, biochemical, bead-based flow cytometry, multiplex, fluorescent GTP | Ras-related C3 botulinum toxin substrate 1 (Homo sapiens), P63000 | GST-Rac1 activated beads; actives lie on both sides; 100% means binding = to untreated wells | percent activity (GTP binding), % at 10 µM | 0.11% of 190,000 active;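 active = GTP binding at least 20 percentage points away from the 100% baseline, in either direction, so actives lie on both sides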
Avidin bead fluor: green autofluorescence of compounds with avidin beads – biophysical, 488/530 nm, flow cytometry, artefact control, profiling panel; compound fluorescence 488/530 nm; active compounds read high; fluorescence (KMESF) at 10 µM; 0.38% of 220,000 active; in the data active = fluorescence above about 47; note: inactives centre near 10
Rab7 wt modul: modulators of GTP binding to Rab7, primary screen, biochemical, wildtype, multiplex bead flow cytometry. Rab7 GTPase wild type (dog), Bodipy-FL-GTP binding. GST-Rab7 beads, fluorescent GTP binding; actives lie on both sides; untreated = 100%, excess cold GTP = 0%. GTP binding activity (percent of control), % at 10 µM. 0.055% of 190,000 active. AID 758, 2007;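 active = fluorescent GTP binding to Rab7 beads changed by at least 20 points from the 100% baseline, either direction, mostly lower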;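 note: median green fluorescence of bound Bodipy-FL-GTP per Rab7 bead population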
GSH fluor: compound fluorescence on glutathione beads, profiling panel, artefact control, biophysical, 488/530 nm, flow cytometry; GSH beads flow cytometry, compound fluorescence 488/530 nm; active compounds read high; fluorescence (KMESF) at 10 µM; 0.25% of 190,000 active; AID 1776, 2009; in the data active = fluorescence above about 89;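 note: glutathione beads carrying GST-tagged Bcl family fusion proteins plus one bare bead set; values are compound well signal with DMSO vehicle wells as background; inactives centre near 16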
An asterisk follows results filed as active; / = no result given; & = joins results of further samples; [ ] = another dose, or the depositor's remark.

SMILES	Mcl1-Noxa inh	Pf gamet viab	Mcl1 Bid PPI	Rac1 wt modul	Rab2A wt mod	Cdc42 wt	HRas wt GTP	Rac1 act GTP bind	Avidin bead fluor	Rab7 wt modul	GSH fluor
CCCCNC(=S)N1CCN(Cc2ccc3c(c2)OCO3)CC1	30	/	-9	98	97	94	98	96	10	100	15
CCOc1cc(CNCCO)cc(Br)c1OCc1cccs1	-8	/	-21	108	101	105	100	101	4	98	3
Cc1ccc(OCc2n[nH]c(=S)n2Cc2ccccc2)cc1	16	-41	-45	98	98	96	97	93	10	102	27
CCOc1ccc(Br)cc1S(=O)(=O)Nc1ccc(Cl)c(S(=O)(=O)N(C)C)c1	18	/	10	100	97	99	97	97	14	99	12
N#CC(C(=O)Nc1cccc(Cl)c1)=C1Nc2ccccc2N1	27	/	-20	103	99	102	102	99	34	97	17
CCOc1ccc2nc(NC(=O)C(CCSC)NS(=O)(=O)c3cccs3)sc2c1 (stereo not given)	-5	/	-12	103	97	100	98	101	1	96	39
Nc1nn(-c2ccccc2)c(N)c1N=Nc1ccccc1	2	/	-8	100	98	102	98	101	2	96	5
O=C(c1ccccc1)n1nnc2ccccc21	14	/	3	100	101	98	100	96	7	105	10
COc1cc(COCC(O)CN2CCc3ccccc3C2)cc(OC)c1OC (stereo not given)	12	-16	-37	103	98	96	97	95	10	106	9
CCOC(=O)c1ccc(N=C2C(=S)N(c3ccc(C(=O)OCC)cc3)C(=N)N2/N=C/c2ccccc2)cc1	0	-18	-1	100	99	99	98	99	2	96	11
CC(C)CCn1c(CN2CCN(Cc3ccccc3)CC2)nc2c1c(=O)n(C)c(=O)n2C	6	-11	-18	159*[activator]	123*[activator]	156*[activator]	116	120*[activator]	7	105	4
CCN1C(=O)/C(=C\N2CCOCC2)SC1=S	3	-2	-15	105	101	103	99	100	4	98	38
Cc1nn(Cc2ccccc2)c(C)c1/C=N/NC(=O)c1cccnc1	-3	15	-10	103	99	102	98	100	2	97	11
O=C1CCCC(=NCc2ccco2)C1	2	-12	-7	101	99	99	99	96	8	99	48
CC1=C(C(=O)Nc2ccc(C)cc2)C(c2ccc(N(C)C)cc2)NC(=O)N1 (stereo not given)	-71	-9	-27	108	105	103	104	102	42	103	21
Cn1c(CSc2nc3ccc(Br)cc3[nH]2)nc2ccccc21	-62	-28	-68	98	98	100	102	93	8	100	62
COc1cc(/C=C/C(=O)c2ccc(F)cc2)cc(OC)c1OC	14	0	1	98	94	91	96	91	9	109	8
Cc1ccc(C(=O)Nc2ccccc2C(=O)NCc2ccco2)cc1S(=O)(=O)N1CCCCC1	-21	/	1	106	102	103	100	101	22	101	30
CCCCOc1ccc(NC2=NC3(CCCC3)N=C(N)N2)cc1	13	3	-13	108	104	103	107	101	12	107	9
Cc1noc2ncnc(N3CCN(c4cccc(Cl)c4)CC3)c12	4	3	-21	96	93	90	94	94	9	95	17
O=C(CCn1c(=O)oc2ccccc21)Nc1nccs1	0	/	-2	102	100	99	103	96	21	103	10
Cc1ccc(C(=O)Oc2cccc(NC(=O)c3cccs3)c2)cc1S(=O)(=O)N1CCOCC1	3	-8	0	100	96	94	96	94	7	99	39
Cc1ccc(Nc2nnc(SCc3ccccc3)s2)cc1	2	/	-3	101	102	100	102	96	5	103	18
Cc1ccc2cc(CCNC(=O)c3cccs3)c(=O)[nH]c2c1	19	/	11	101	97	96	98	96	3	103	12
Cc1cccc(N(C(=O)CNC(=O)c2ccco2)C(C(=O)NCC2CCCO2)c2ccccc2)c1 (stereo not given)	18	20	-30	101	100	102	100	99	12	100	10
COc1ccc(/C=N/NC(=O)COc2ccc(Cl)cc2Cl)cc1Cn1nc(C)cc1C	-8	/	4	106	101	106	103	100	11	102	9
C#CCn1c(=NC(=O)c2sc3ccccc3c2Cl)sc2cc(S(N)(=O)=O)ccc21	-32	25	-21	103	99	100	99	99	6	96	9
Cc1ccc(-c2nn3c(C)nnc3s2)cc1NCc1c(F)cccc1Cl	4	/	-4	100	98	100	100	99	9	98	29
c1ccc(-c2nc[nH]c2-c2ccccc2)cc1	-6&12	6	-10&5	100	95	95	95	96	19&6	94	23
O=C(O)Cc1ccc(NS(=O)(=O)c2c(Cl)cccc2Cl)cc1	15	5	-11	100	96	96	95	94	11	92	12
Cc1nc2cc(NC(=O)COc3ccc(C#N)cc3)ccc2n1-c1ccccc1	-14	-10	-18	106	97	99	100	98	25	98	20
CNC(=S)N/N=C(\C)c1ccc2c(c1)OCCO2	19	-9	-2	104	99	104	101	97	3	101	9
CC(=O)c1sc(NC(=O)c2ccccc2F)nc1C	14	/	6	103	103	103	104	99	10	105	26
Cc1cc(C)n(-c2cc(Cl)ccc2[N+](=O)[O-])n1	3	1	-18	100	99	94	100	95	13	100	13
CS(=O)(=O)N1CCN(C(=O)c2ccncc2)CC1	3	/	-2	99	100	97	99	99	4	100	27
Cc1ccc(S(=O)(=O)N2CCN(C(=O)COC(=O)COc3ccccc3)CC2)cc1	-6	-21	4	102	101	102	101	99	9	102	34
CSCc1c(C(=O)NC2CCCc3ccccc32)oc2ccccc12 (stereo not given)	3	/	-19	106	100	102	101	102	14	99	29
C=CC[C@@H]1C=C[C@H](O/N=C/c2ccc(C(=O)N3[C@H](c4ccc(C)cc4)[C@@H](C)CC[C@H]3C(=O)OC)cc2)[C@@H](CO)O1	0	/	-5	102	98	101	98	98	9	97	17
O=C(NC(=S)Nc1nc(-c2cccc3ccccc23)cs1)c1cc2ccccc2o1	-1	-2	-18	102	100	102	99	99	13	97	12
CC(=O)OCP(C)(=O)COC(C)=O	22	-13	-9	104	102	104	102	100	24	101	28
CC(C)(C)c1ccc(C(=O)N2CCC(C(=O)NCc3ccncc3)CC2)cc1	6	/	2	106	100	98	99	100	5	95	33
NCC(O)COc1ccc2c(c1)OCO2 (stereo not given)	17	9	0	103	97	101	97	97	21	100	21
O=C(NCCc1c[nH]c2ccccc12)/C(=C\c1cccnc1)NC(=O)c1cccs1	5	/	-11	105	105	104	104	107	2	100	6
CC(C)(C)NC(=O)/C=C/c1ccc(C(F)(F)F)cc1	2	/	-8	103	100	101	100	100	8	102	22
COc1ccc(N=C2SC(C(N)=O)CC(=O)N2CCc2ccc(OC)c(OC)c2)cc1 (stereo not given)	21	/	-12	102	102	99	102	97	8	100	29
O=C(O)COc1cnc2ccccc2n1	-1	15	-4	99	100	98	98	97	7	104	13

Sorted by molecular weight (low to high): part of the list above.
SMILES	Mcl1-Noxa inh	Pf gamet viab	Mcl1 Bid PPI	Rac1 wt modul	Rab2A wt mod	Cdc42 wt	HRas wt GTP	Rac1 act GTP bind	Avidin bead fluor	Rab7 wt modul	GSH fluor
CCN1C(=O)/C(=C\N2CCOCC2)SC1=S	3	-2	-15	105	101	103	99	100	4	98	38
CNC(=S)N/N=C(\C)c1ccc2c(c1)OCCO2	19	-9	-2	104	99	104	101	97	3	101	9
Nc1nn(-c2ccccc2)c(N)c1N=Nc1ccccc1	2	/	-8	100	98	102	98	101	2	96	5
O=C(CCn1c(=O)oc2ccccc21)Nc1nccs1	0	/	-2	102	100	99	103	96	21	103	10
CCCCOc1ccc(NC2=NC3(CCCC3)N=C(N)N2)cc1	13	3	-13	108	104	103	107	101	12	107	9
O=C(O)Cc1ccc(NS(=O)(=O)c2c(Cl)cccc2Cl)cc1	15	5	-11	100	96	96	95	94	11	92	12
CC1=C(C(=O)Nc2ccc(C)cc2)C(c2ccc(N(C)C)cc2)NC(=O)N1 (stereo not given)	-71	-9	-27	108	105	103	104	102	42	103	21
O=C(NCCc1c[nH]c2ccccc12)/C(=C\c1cccnc1)NC(=O)c1cccs1	5	/	-11	105	105	104	104	107	2	100	6
Cc1ccc(S(=O)(=O)N2CCN(C(=O)COC(=O)COc3ccccc3)CC2)cc1	-6	-21	4	102	101	102	101	99	9	102	34
C#CCn1c(=NC(=O)c2sc3ccccc3c2Cl)sc2cc(S(N)(=O)=O)ccc21	-32	25	-21	103	99	100	99	99	6	96	9
Cc1cccc(N(C(=O)CNC(=O)c2ccco2)C(C(=O)NCC2CCCO2)c2ccccc2)c1 (stereo not given)	18	20	-30	101	100	102	100	99	12	100	10
Cc1ccc(C(=O)Oc2cccc(NC(=O)c3cccs3)c2)cc1S(=O)(=O)N1CCOCC1	3	-8	0	100	96	94	96	94	7	99	39
CCOc1ccc(Br)cc1S(=O)(=O)Nc1ccc(Cl)c(S(=O)(=O)N(C)C)c1	18	/	10	100	97	99	97	97	14	99	12
CCOC(=O)c1ccc(N=C2C(=S)N(c3ccc(C(=O)OCC)cc3)C(=N)N2/N=C/c2ccccc2)cc1	0	-18	-1	100	99	99	98	99	2	96	11

Compound activity deposited in PubChem by several laboratories.
